IMPase inh = qHTS Assay for Identifying the Cell-Membrane Permeable IMPase Inhibitors | inhibition (IP1 accumulation), % at 46.1 µM | 120,000 tested, under 10 active | Inositol monophosphatase 1 (Rattus norvegicus), P97697 | CHO-M1 cells, IP1 accumulation, HTRF TR-FRET ratio; active = well fitted curve in the direction sought with a large enough effect in the signal ratio, not every such curve was filed as active; inconclusive = small, poorly fitted or top-dose-only effect, or a change in a side signal; inactive = no such curve, though single readings can be large or run the other way; the % refers to the signal ratio;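 also: cells stimulated with carbachol in lithium chloride buffer; plate controls were DMSO basal wells for no effect and reference inhibitor wells for full effect; higher means more IMPase inhibition seen as more IP1 and lower FRET ratio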
Target sequence (P97697 whole entry, looked up): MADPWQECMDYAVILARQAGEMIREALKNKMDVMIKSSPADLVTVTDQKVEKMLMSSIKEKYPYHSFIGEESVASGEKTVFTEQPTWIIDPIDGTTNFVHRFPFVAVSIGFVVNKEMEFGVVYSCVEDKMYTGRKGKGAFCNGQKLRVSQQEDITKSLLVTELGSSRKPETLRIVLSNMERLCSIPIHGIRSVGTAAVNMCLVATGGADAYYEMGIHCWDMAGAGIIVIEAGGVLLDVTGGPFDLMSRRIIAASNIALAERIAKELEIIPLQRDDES
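Measured: the HTRF emission ratio (665/620 nm) plus the 620 nm donor channel, each fitted to the Hill equation to give AC50. Cells were CHO-M1 given compounds up to 46 uM and a 30 min carbachol stimulation at 37C.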
15-hLO-2 inh = qHTS Assay for Inhibitors of 15-hLO-2 (15-human lipoxygenase 2). Polyunsaturated fatty acid lipoxygenase ALOX15B (Homo sapiens), O15296. purified 15hLO-2, xylenol orange hydroperoxide absorbance. Potency, µM (titrated, usually from 57.1 µM), inactives show top-dose activity change, negative = inhibition, hits mostly inhibitors. actives 0.56% (n = 110,000). AID 881, 2007; also: potency is read from the fitted curve at half-maximal effect; nearly all actives have a fitted effect of over 60% in size; many of its hits are not listed in these tables
Target sequence (O15296 whole entry, looked up): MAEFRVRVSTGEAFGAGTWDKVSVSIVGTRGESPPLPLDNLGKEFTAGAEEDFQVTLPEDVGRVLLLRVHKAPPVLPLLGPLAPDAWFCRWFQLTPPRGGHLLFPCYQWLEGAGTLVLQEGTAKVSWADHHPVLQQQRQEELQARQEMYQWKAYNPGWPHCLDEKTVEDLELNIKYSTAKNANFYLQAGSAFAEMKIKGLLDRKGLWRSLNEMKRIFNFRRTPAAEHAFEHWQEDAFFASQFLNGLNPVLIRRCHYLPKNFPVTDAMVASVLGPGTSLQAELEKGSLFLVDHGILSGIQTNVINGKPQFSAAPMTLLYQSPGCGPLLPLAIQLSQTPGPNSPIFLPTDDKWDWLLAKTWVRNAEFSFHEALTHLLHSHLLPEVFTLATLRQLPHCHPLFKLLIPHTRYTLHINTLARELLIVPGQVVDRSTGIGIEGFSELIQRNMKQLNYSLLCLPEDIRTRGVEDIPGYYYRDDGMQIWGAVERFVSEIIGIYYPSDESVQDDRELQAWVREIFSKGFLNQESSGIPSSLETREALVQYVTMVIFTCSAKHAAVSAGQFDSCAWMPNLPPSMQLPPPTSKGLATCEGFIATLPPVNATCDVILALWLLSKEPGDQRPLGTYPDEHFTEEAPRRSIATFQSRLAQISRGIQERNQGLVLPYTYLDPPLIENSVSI
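Screening format was qHTS against 50 nM purified 15hLO-2 in Hepes pH 7.5 with detergent. Activity follows hydroperoxide formation from 45 uM arachidonic acid, measured as 573:405 nm absorbance ratio of the ferric-xylenol orange complex.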
PNC assembly inh = High Content Assay for Compounds that inhibit the Assembly of the Perinucleolar Compartment. actives 3.1% (n = 140,000). PC3M PTB-GFP, PNC prevalence imaging, 16 h; active compounds read low. activity change (PNC), negative = inhibition, % at 10 µM;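 active = readout at or below -70, meaning at least 70% loss of cells showing the perinucleolar compartment, a nuclear body marking cancer cells; inconclusive = readout between -30 and a set limit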;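 also: plate controls were DMSO wells for no effect and camptothecin positive control wells for full effect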
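PC3M cells stably expressing PTB-GFP, 750–1000 cells/well, treated 16 h at 37 °C with compound (23 nl of library stock), in duplicate. After paraformaldehyde fixation and Hoechst stain, imaged at 20x; PNC prevalence scored by image analysis.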
12-hLO inh = qHTS Assay for Inhibitors of 12-hLO (12-human lipoxygenase); purified 12-hLO, xylenol orange hydroperoxide absorbance; Potency, µM (titrated, usually from 57.1 µM), for inactives: top-dose activity change, negative = inhibition, actives largely listed as inhibitors; actives 0.12% (n = 150,000); also: potency is read from the fitted curve at half-maximal effect; nearly all actives have a fitted effect of over 55% in size; many of its hits are not listed in these tables
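Hydroperoxide formation by human 12-lipoxygenase from 40 uM arachidonic acid was followed colorimetrically via ferric-xylenol orange complex, using the 573/405 nm absorbance ratio. Enzyme concentration was 150 nM, with 30 min reaction at room temperature.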
Active calls of the source: *; u = inconclusive; x = not tested or not shown; ! = not active in a repeat; [ ] = dose if it differs, or a comment. Unless noted, calls follow the shape of the dose curve; as a rule, active = well fitted curve in the direction sought with a large enough effect; inconclusive = small, poorly fitted or top-dose-only effect, or another doubt; inactive = no such curve, though single readings can be large; an effect the other way counts as inactive or inconclusive. Unless noted, % is scaled to controls: 0 for no effect and ±100 for the full control effect.

compound	IMPase inh	15-hLO-2 inh	PNC assembly inh	12-hLO inh
COc1ccc2c(c1)Cc1sc(NC(=O)c3cccs3)nc1-2	-5	4%	u	u
Cc1ccc(/C=C/C(=O)OC(C)C(=O)Nc2ccc(Cl)cn2)o1 (configuration not stated)	x	x	u	-6%
O=C(c1cccc(Cl)c1)N1CCN(Cc2ccncc2)CC1	-7	x	u	3%
CCc1ccc(Nc2nc3ccccc3c(=O)s2)cc1	x	x	23	3%
CCOc1ccc(-c2nnc(N3CCCCC3)c3ccccc23)cc1	10	5%	25	1%
CC12CC[C@@H]3c4ccc(OS(=O)(=O)O)cc4CC[C@H]3C1CCC2=O (some centres not stated)	2[20.6 µM]	7%[25.6 µM]	x	-1%[25.6 µM]
C=CCOc1ccc(/C=C/C(=O)Nc2ccc(C(=O)NC)cc2)cc1	x	x	u	-3%
Cc1cc(C(=O)Nc2c(C)nn(Cc3ccccc3)c2C)on1	0	6%	36	6%
O=C(CSC1=NCCS1)Nc1nc2ccccc2s1	16	x	-8	-5%
Cc1[nH]c2ccccc2c1C(=O)/C=C/c1ccccc1	4	7%	8	-1%
COc1ccc(C2CC(c3ccccc3OC(C)=O)=NN2C(=O)/C=C/c2ccccc2)cc1OC (configuration not stated)	x	x	-9	-7%
O=C(NCc1ccccc1)NS(=O)(=O)c1ccccc1Cl	17	5%	-11	-3%
CCOc1ccc(NC(=O)Nc2cc(C)on2)cc1	-2	-4%	29	2%
CCCCOC(=O)CSC1=C(C#N)C(c2ccccc2OCC)C(C#N)C(=O)N1 (configuration not stated)	-1	-9%	76	-23%
CCc1cc(C(=O)Cc2nc3ccccc3[nH]2)c(O)cc1O	3	23%	19	-9%
Nc1nc(Nc2ccccc2Br)nc(C(F)(F)F)n1	-1	-3%	-8	0%
Cn1c(-c2ccccc2)cnc1NCc1cc2c(cc1[N+](=O)[O-])OCO2	x	x	14	-6%
Cc1ccc2cc(C#N)c(SCC(=O)NNC(=O)Cc3ccccc3)nc2c1	x	x	-5	-1%
COc1cc(CCN2C(=O)c3cccc4cccc(c34)C2=O)c(S(=O)(=O)N2CCC(C)CC2)cc1OC	0	x	-4	1%
CN(C)N1C(N)=C(C#N)C(c2cccnc2)C2=C1CC(C)(C)CC2=O (configuration not stated)	-3	10%	9	6%
O=C(O)CCCNS(=O)(=O)c1ccc(Br)s1	12	5%	u	0%
CCCC1CCc2c(sc(NC(=O)c3cccs3)c2C(N)=O)C1 (configuration not stated)	1	-3%	u	-2%
O=c1ccccn1Cc1c(Cl)cccc1Cl	-3	x	0	7%
COc1ccccc1-c1nc(-c2ccncc2)no1	-4	13%	-5	1%
O=C(NCc1ccco1)N1c2ccccc2Sc2ccccc21	10	-19%	7	-22%
COc1cc2c(cc1NC(=O)/C=C/c1ccc([N+](=O)[O-])cc1)oc1ccccc12	x	x	17	-2%
COc1ccc(C)cc1S(=O)(=O)NC1CCCC1	6	15%[2.29 µM]	19	0%
Cc1cccc(NC(=O)CCOc2ccccc2)c1	4	4%	10	1%
Cn1cnc2c1c(=O)[nH]c(=O)n2C	-4	-6%	x	-6%
CC(=O)c1ccc(Nc2nc(=O)c3cccnc3s2)cc1	23	-18%	3	-15%
N#Cc1c(/N=C/c2ccccc2)oc(-c2ccccc2)c1-c1ccccc1	-10	x	-26	4%
COc1cc(C(=O)Nc2cccc(-c3nc4cc(C)cc(C)c4o3)c2)cc(OC)c1OC	-7	11%	u	-2%
CC(C)(C)C(=O)NC1CCN(S(=O)(=O)c2cccc(C(F)(F)F)c2)CC1	0	-4%	-18	-7%
CCOCc1nnc(NC(=O)CSCc2ccccc2)s1	2	-14%	-18	1%
CC(C)CN1CCC(C(=O)NCC2CCCO2)CC1 (configuration not stated)	8	x	u	-6%
CSc1nnc(NC(=O)c2cc3ccccc3oc2=O)s1	4	1%	41	5%
NC(=O)C(c1ncc(C(F)(F)F)cc1Cl)c1c(Cl)cccc1Cl (configuration not stated)	1	-2%	6	4%
COC(=O)c1c(NC(=O)CSc2nnnn2C)sc(C)c1C	2	-8%	16	0%
CCOc1ccc(Br)cc1C(=O)Nc1ccc(C(=O)NCC(C)C)cc1	x	x	15	3%
COc1ccc(Cc2nnc(N)s2)cc1OC	-2	x	36	1%
O=S(=O)(Nc1cccc(-c2cn3cccnc3n2)c1)c1ccc(F)cc1	x	x	-11	-5%
CCC(C)(C)NC(=O)CN(Cc1cccs1)C(=O)CCC(=O)Nc1nccs1	6	6%	62	3%
COc1ccc(CCNC(=O)CN(c2ccc(OC)c(OC)c2)S(C)(=O)=O)cc1OC	-17	-3%	1	1%
Cc1ccc(S(=O)(=O)NNC(=O)c2sc3nc(C)cc(C)c3c2-n2cccc2)cc1	-1[1.84 µM]	8%[11.4 µM]	-90*	-16%
Cc1ccc(OCc2nc(-c3ccccn3)n[nH]2)cc1	-7	24%	15	1%
CC(C)Cn1c(CN2CCCCC2C)nc2c1c(=O)n(C)c(=O)n2C (configuration not stated)	-4	0%	u	0%
CCCCOc1cc(C(=O)NCCN(CC)CC)c2ccccc2n1	3[20.6 µM]	35%[activator]	-115*!	-7%
Cc1cc(-c2cccc([N+](=O)[O-])c2)nc2ccccc12	5	x	u	-5%
Cc1sc2cc(-c3cccc([N+](=O)[O-])c3)c(-c3cccc([N+](=O)[O-])c3)c[n+]2c1C	x	x	u	-1%
Cn1cccc1Cc1nnc(SCC(=O)Nc2ccc(F)cc2)n1CCc1ccccc1	4	x	-21	-5%

Later entries
compound	IMPase inh	15-hLO-2 inh	PNC assembly inh	12-hLO inh
COCC(C)n1c(C)cc(C(=O)CN2C(=O)NC3(CCCCC3C)C2=O)c1C (configuration not stated)	-5	-3%	32	-2%
CCc1ccc(NC(=O)CCc2nc3cccnc3n2Cc2ccc(OC)cc2)cc1	-1	-5%	24	-5%
O=C1CN(C(=O)c2ccccn2)c2ccccc2N1	2	0%	-14	1%
Clc1ccc(SCCn2cncn2)cc1	4	3%	-25	5%
NCCOC[C@H](N)C(=O)O	x	-9%[11.4 µM]	x	1%[11.4 µM]
CCCCOC(=O)Cn1c(=O)n(CC(=O)OCCCC)c2ccccc21	8	-3%	8	-3%
COC(=O)c1ccc(OCC(=O)c2ccccc2)cc1	0	4%	23	-5%
CCOC(=O)CSc1nc(-c2ccncc2)ccc1C#N	u	-6%	-2	-6%
Cc1ccc(OCC(=O)N(Cc2ccccc2)C2CCS(=O)(=O)C2)c([N+](=O)[O-])n1 (configuration not stated)	-1	x	17	4%
CCOC(=O)c1sc(NCc2ccco2)c(-c2nc3ccccc3s2)c1N	0	-17%	u	u
COC(=O)c1ccccc1NC(=O)Nc1ccc(C(=O)N2CCCC2)cc1	1	0%	u	-3%
CSc1nnc2c3cc(F)ccc3n(Cc3ccccc3)c2n1	-11	3%	-6	6%
COc1ccccc1NC(=O)N1CCN(c2ccccn2)CC1	-8	1%	0	-1%
COc1cccc(C(=O)NC(C)C(c2cccs2)N2CCOCC2)c1 (configuration not stated)	8	-3%	-13	3%
COc1ccc(C2CC3CC(c4ccccc4)N2O3)cc1 (configuration not stated)	1	4%	43	-1%
CCOC(=O)c1c(NC(=O)CNCCO)sc(C)c1C	5	7%	u	-3%
O=c1c2ccccc2nc(SCc2cc(F)cc3c2OCOC3)n1Cc1ccco1	2	-9%	u	5%
Clc1ccc(CSc2nnc(NC3=NCCCCC3)s2)cc1	9	18%	-12	10%
O=C1CS/C(=C\[N+](=O)[O-])N1c1ccccc1	6	-13%	0	-9%
O=C(COC(=O)CCc1nc2ccccc2c(=O)[nH]1)NC(=O)NC1CCCC1	x	x	21	-7%

Taken from above.
Entry for `COc1ccccc1NC(=O)N1CCN(c2ccccn2)CC1` under 15-hLO-2 inh: 1%
Entry for `CSc1nnc2c3cc(F)ccc3n(Cc3ccccc3)c2n1` under PNC assembly inh: -6

Other results follow:
compound	IMPase inh	15-hLO-2 inh	PNC assembly inh	12-hLO inh
COC(=O)CCn1nnc(-c2ccc(C(C)C)cc2)n1	8	12%	37	-3%
COc1cccc(-c2noc(CCC(=O)NC3CCCCC3)n2)c1	-5	4%	-11	4%
CCOC(=O)c1sc(C)c(C(=O)NCCCN2CCOCC2)c1N	3	5%	-11	-2%
CCOC(=O)CNC(=O)Cn1cnc2c(nnn2-c2ccc(F)cc2)c1=O	14	3%	21	-6%
CCOC(=O)c1sc(=S)n(CC)c1NC(=O)CC	5	-7%	4	-5%
CC1=C(C#N)C(c2ccoc2)C(C(=O)OCc2ccccc2)=C(N)S1 (configuration not stated)	-11	1%	-24	-22%
O=C(c1cc(C(F)(F)F)cc(C(F)(F)F)c1)N1CCC2(CC1)CN(c1ccncc1)C2	x	35%[activator]	x	4%
Cc1ccc(-c2cc(N)n(-c3ccccc3)n2)cc1	7	0%	30	2%
C=CC[C@@H](C(=O)O)c1ccccc1	x	1%[11.4 µM]	x	-2%[11.4 µM]
O=C(CSCc1ccc(Cl)cc1)N/N=C/c1c(Cl)cccc1Cl	x	x	23	-1%
Oc1ccc(-c2nccc(-c3cccs3)n2)cc1	4	7%	u	-5%
CCCCCCCCCCC(C)(C)C(=O)Nc1c(OC)cc(OC)cc1OC	x	30%	x	-2%
O=C1C2CCC(C2)[C@@H]2CCCCN12 (some centres not stated)	x	3%[0.0915 µM]	x	1%[0.00818 µM]
CC(=O)OCC1=C(C(=O)O)N2C(=O)[C@@H](NC(=O)Cc3cccs3)[C@@H]2SC1	-6[20.6 µM]	14%[25.6 µM]	x	-4%[25.6 µM]
CCCCOC(=O)c1ccc(NC(=O)CSc2nncn2C)cc1	10	-1%	54	5%
Cc1cc(SCC(=O)c2ccc(Br)cc2)cc(C)[o+]1	x	-13%[11.4 µM]	x	-8%[11.4 µM]
COc1cc(C)c(C(C)C)cc1S(=O)(=O)NCCCn1ccnc1	-5	u	5	0%
O=C(OCCCN1CCCC1)C1(c2ccccc2)CCCC1	20	7%[2.29 µM]	u	5%
O=C(O)CNC(=O)/C(=C/c1cccc([N+](=O)[O-])c1)NC(=O)c1ccco1	x	x	u	2%
CCCC(=O)O[C@]1(C(=O)CO)CCC2[C@@H]3CCC4=CC(=O)CC[C@]4(C)C3C(O)C[C@]21C (some centres not stated)	x	4%	x	3%
N#Cc1c(SCC(=O)N2CCCCC2)nsc1SCC(=O)N1CCCCC1	6	-5%	18	2%
Cc1ccc(CNC(=O)CSc2nc(C)cc(C)c2C#N)cc1	-3	3%	62	-4%
N#CCCn1c2ccccc2c2nc3ccccc3nc21	-1	-7%	12	-10%
COc1ccc(OC)c(S(=O)(=O)N(C)CC(=O)N2CCc3ccccc3C2)c1	-5	0%	19	-4%
COc1ccc(-n2c(SC(CN3CCCCC3)CN3CCCC3=O)nc3ccccc3c2=O)cc1 (configuration not stated)	10	4%	-9	3%
CCOc1ccc(NC(=O)CN2CCN(CC(=O)Nc3ccc(F)c(F)c3)CC2)cc1	-5	-7%	u	-2%
CCn1c(SCc2cccc(C(=O)O)c2)nnc1-c1ccccc1	6	16%	-8	-6%
Cc1cccc(CNc2ncnc3ccc(-c4cccc(C#N)c4)cc23)c1	x	27%	x	-6%
CC1CCCN(S(=O)(=O)c2cc(Cl)ccc2Cl)C1 (configuration not stated)	9	-4%	u	0%

An excerpt (hit frequency here may not be typical).
